Screening results from PubChem BioAssay.
Casp6 inh: human caspase-6 inhibitors, primary screen, biochemical, VEID-R110 fluorescence, single point, set 2. P55212. purified caspase-6, Z-VEID-R110 cleavage fluorescence. inhibition, % at 12.5 µM. 350,000 compounds, 0.53% hits;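 active means mean inhibition across replicates at least about 35%, with every replicate also reaching that limit, limit read from the data; inconclusive means only one of the two criteria met; inactive means neither criterion met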;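 further: 0% = median of neutral control wells and 100% = no fluorescence left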
Target sequence (P55212 24-179 limits assumed): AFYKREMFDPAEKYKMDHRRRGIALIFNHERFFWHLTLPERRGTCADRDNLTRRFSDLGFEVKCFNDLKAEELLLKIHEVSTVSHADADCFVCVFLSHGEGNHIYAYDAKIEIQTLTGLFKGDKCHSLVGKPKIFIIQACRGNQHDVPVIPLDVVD
Target sequence (P55212 194-293 limits assumed): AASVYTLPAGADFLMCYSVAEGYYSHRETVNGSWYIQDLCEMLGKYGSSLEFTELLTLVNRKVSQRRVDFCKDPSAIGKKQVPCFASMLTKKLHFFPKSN
ERp5 inh: inhibitors of ERp5-driven insulin aggregation, primary screen, biochemical, turbidity, absorbance 650 nm, single point | Protein disulfide-isomerase A6 (Homo sapiens), Q15084 | 90 min | inhibition, % at 9.99 µM | 350,000 compounds, 0.05% hits;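 active means mean replicate inhibition above about 25%, with every replicate also reaching it, limit read from the data, passing the limit was not always enough; inconclusive means only one of those two criteria met; inactive means neither criterion met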
Target sequence (Q15084 whole entry, looked up): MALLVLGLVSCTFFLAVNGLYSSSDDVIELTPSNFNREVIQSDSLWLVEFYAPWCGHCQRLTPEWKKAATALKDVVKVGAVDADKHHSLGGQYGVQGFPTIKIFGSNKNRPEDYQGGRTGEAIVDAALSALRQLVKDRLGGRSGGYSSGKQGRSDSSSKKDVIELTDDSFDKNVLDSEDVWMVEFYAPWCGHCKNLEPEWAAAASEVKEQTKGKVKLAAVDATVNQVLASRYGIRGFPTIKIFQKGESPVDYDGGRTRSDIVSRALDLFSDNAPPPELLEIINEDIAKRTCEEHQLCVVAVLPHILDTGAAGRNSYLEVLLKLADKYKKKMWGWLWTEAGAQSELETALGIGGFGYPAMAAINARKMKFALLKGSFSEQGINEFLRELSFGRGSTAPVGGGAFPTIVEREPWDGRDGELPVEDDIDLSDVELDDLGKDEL
SIRT5 block: SIRT5 desuccinylase inhibitors, primary screen, biochemical, fluorescence imaging, single point, set 5. NAD-dependent protein deacylase sirtuin-5, mitochondrial (Homo sapiens), Q9NXA8. Purified SirT5, succinyl-peptide AMC, trypsin-coupled fluorescence. inhibition, % at 15 µM. 330,000 compounds, 1.1% hits. AID 652115, 2013; in the data active means inhibition above about 15%; inconclusive means no clear call, values can overlap the other calls
Target sequence (Q9NXA8 whole entry, looked up): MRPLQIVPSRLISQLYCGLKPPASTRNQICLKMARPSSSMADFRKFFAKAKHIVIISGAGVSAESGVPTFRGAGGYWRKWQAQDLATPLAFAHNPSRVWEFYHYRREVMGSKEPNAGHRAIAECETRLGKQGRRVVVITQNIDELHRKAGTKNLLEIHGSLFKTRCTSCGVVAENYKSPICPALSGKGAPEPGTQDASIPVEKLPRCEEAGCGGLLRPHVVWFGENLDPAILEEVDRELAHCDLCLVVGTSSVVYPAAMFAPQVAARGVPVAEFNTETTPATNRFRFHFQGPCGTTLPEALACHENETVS
ERAP1 inh: human ERAP1 aminopeptidase inhibitors, primary screen, biochemical, single point, plate reader. Endoplasmic reticulum aminopeptidase 1 (Homo sapiens), Q9NZ08. recombinant ERAP1, Leu-AMC fluorescence, 60 min. inhibition, % at 10.7 µM. 340,000 compounds, 0.15% hits. AID 652197, 2013;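 active means mean replicate inhibition of at least 30%, or all replicates individually reaching that 30% level; inactive means mean below 30% and not every replicate reaching it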;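 further: 0% = neutral control wells and 100% = L-leucinethiol positive control wells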
DENV2 CPE rescue: inhibitors of DENV2 cytopathic effect, primary screen, cell-based, plate reader, single concentration. CPE inhibition, % at 9.99 µM. 350,000 compounds, 1.7% hits. AID 651640, 2012. DENV2-infected cells, cytopathic effect rescue; in the data active means CPE inhibition above about 20%, passing the limit was not always enough; inconclusive means no clear call, values can overlap the other calls; tested in BHK-21 cells;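 further: 0% = median of neutral control wells and 100% = median of positive control wells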
miR-122 sensor: miR-122 Renilla sensor signal increase in Huh7, primary screen, miR-122 inhibitor project, cell-based, single point, plate reader | 340,000 compounds, 0.3% hits | AID 602342, 2012 | Huh7 miR-122 Renilla luciferase sensor, 48 h; neutral wells = 0, positive control = 100 | activation (reporter increase), % at 12.5 µM;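 active means mean replicate activation score at least 90 and every replicate individually at or above 90; inconclusive means only one of the two criteria met; inactive means neither criterion met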;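 further: higher luciferase means less miR-122 activity so hits act as miR-122 inhibitors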
CFTR F508del cor: F508del CFTR correction, initial screen, CFBE line, single point | 350,000 compounds, 0.36% hits | activity (quench increase), % at 7.58 µM | AID 720511, 2013 | CFBE cells, YFP halide quenching; stimulated with forskolin plus potentiator P3; % fluorescence drop versus neutral controls;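 active means mean added fluorescence quench of at least 8% versus neutral control, with both replicates also reaching 8%; inconclusive means only one of the mean or replicate conditions met; inactive means mean below 8% and not both replicates reaching 8%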;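 further: cells transiently co-express mutant CFTR-F508del with the halide-sensitive YFP; corrector assay measuring rescue of mutant channel to the surface after 24 h compound exposure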
The depositor's hits bear a star; ? = inconclusive; . = not tested or not shown; [ ] = remark or other dose.

Every second line gives: Casp6 inh, ERp5 inh, SIRT5 block, ERAP1 inh, DENV2 CPE rescue, miR-122 sensor, CFTR F508del cor
[1] O=C(Nc1cccnc1)c1ccc(NS(=O)(=O)c2cc([N+](=O)[O-])ccc2Cl)cc1
    13, -3, 3, ., ., -2, -0.1
[2] O=C(CN(C(=O)CCC(=O)Nc1nccs1)c1ccc2c(c1)OCO2)NCc1ccc(F)cc1
    -3, -9, 1, 0, -6, 3, 2.9
[3] COC(=O)c1cc(C#N)c(N2CCOCC2)nc1C
    -2, -2, 1, 5, -2, -2, -1.3
[4] CNC(=O)C[C@H]1CC[C@@H]2[C@@H](COc3ccc(NC(=O)c4ccccc4Cl)cc3C(=O)N2C)O1
    1, 2, 5, -1, 31*, 0[16.7 µM], 0.6
[5] O=C(Nc1nc2c(F)cccc2s1)c1ccco1
    0, -5, 0, 5, -1, 11, -3.1
[6] C[C@H](O)[C@@H]1CN2CCc3c([nH]c4c(-c5ccccc5)cccc34)[C@@H]2C[C@@H]1N(C)C(=O)NC1CCCCC1
    -3, -2, 4, 4, -2, ., -3.2
[7] C[C@@H]1CN([C@@H](C)CO)C(=O)CCCn2nncc2CO[C@@H]1CN(C)CC1CCCCC1
    0, -3, -5, 0, 59*, 0[16.7 µM], 1.1
[8] CC(C)(C)OC(=O)CC[C@@]12N=C(c3ccc(OCCCO)cc3)O[C@@H]1c1ccccc1CN(Cc1ccccc1)C2=O
    5, -4, 13, 1, 5, ., -0.2
[9] COc1cccc(NC(=O)CN(C)C(=O)c2ccc3c(c2)CC(c2ccccc2)OC3=O)c1 (stereo not given)
    3, 4, 0, -1, -2, 1, 0.2
[10] CCOC(=O)N1CCC(c2cc(=O)n3[nH]cc(C(=O)OC)c3n2)CC1
    -2, -8, -2, 6, -3, -6, -1.1

One compound at a time (already shown). Values in the order: Casp6 inh	ERp5 inh	SIRT5 block	ERAP1 inh	DENV2 CPE rescue	miR-122 sensor	CFTR F508del cor
Record of CNC(=O)C[C@H]1CC[C@@H]2[C@@H](COc3ccc(NC(=O)c4ccccc4Cl)cc3C(=O)N2C)O1 : 1	2	5	-1	31*	0[16.7 µM]	0.6
Record of COC(=O)c1cc(C#N)c(N2CCOCC2)nc1C : -2	-2	1	5	-2	-2	-1.3

Next results:
Every second line gives: Casp6 inh, ERp5 inh, SIRT5 block, ERAP1 inh, DENV2 CPE rescue, miR-122 sensor, CFTR F508del cor
[11] CN1CCN(CCCN(Cc2ccco2)C(=S)Nc2ccc(Cl)cc2)CC1
    -28, 6, -3, 2, 6, 2, -0.7
[12] N#Cc1c(N)n(-c2ccccc2N)c2nc3ccccc3nc12
    11, 6, -4, 0, -5, ., 1.8
[13] Cc1cccc(OCC(=O)Nc2ccc(N3CCN(C(=O)c4ccco4)CC3)cc2)c1
    -2, 0, 1, 4, -1, ., -2.4
[14] COc1ccc(/C(C)=N/NC2=NCCN2)cc1Cl
    -6, 7, -1, -2, 1, -3, -1.4
[15] O=S(=O)(c1cccc2nsnc12)N1CCCCC1
    -2, 2, 4, -1, -4, -10, 0.7
[16] Cc1ccc(CN2CCN(C(=O)C3CCC3)CC2)cc1
    -1, 5, 2, -2, ., -24, -0.4
[17] CCC(=O)N1CCC1(C)C(=O)Nc1ccccc1 (stereo not given)
    3, 2, ., -3, 1, -2, 1.2
[18] CON1C(=O)CN(C(C)=O)C1c1ccc(Cl)cc1Cl (stereo not given)
    -3, -8, -5, 11, 5, ., 2.4
[19] C/C=C/c1ccc2c(c1)O[C@H](CN(C)C(=O)Cc1ccccn1)[C@H](C)CN([C@@H](C)CO)S2(=O)=O
    -2, 1, 4, 2, 1, 27[16.7 µM], 0.7
[20] CN(C)CC(=O)N[C@@H]1C=C[C@@H](CC(=O)NCc2ccc(Cl)cc2)O[C@H]1CO
    -1, -3, 7, 2, -1, ., 0.4
[21] N#CCC(=O)NNC(=S)Nc1ccccc1C(F)(F)F
    0, -2, 1, -2, -2, ., 0.3
[22] Cc1ccc(S(=O)(=O)N2CCN(c3nc(CN4CCCC4)nc4sc(C)c(C)c34)CC2)cc1
    1, 2, -6, -1, 6, ., 3.4
[23] O=C(NCc1ccccc1Cl)C(=O)NCC1OCCN1S(=O)(=O)c1cccs1 (stereo not given)
    -5, -2, -5, -15, 14, ., 2.5
[24] COCC1CCN(C(=O)C2CCN(c3nc(-c4ccccc4)nc4c3CCC4)CC2)C1 (stereo not given)
    -4, 0, -1, 1, -1, -4, 0.5
[25] COc1ccc(S(=O)(=O)N(C)C[C@@H]2Oc3c(NC(=O)c4cc(C)nn4C)cccc3C(=O)N([C@H](C)CO)C[C@H]2C)cc1
    0, 4, 1, 3, 3, 1[16.7 µM], -2.1
[26] O=C(NCC1COCCO1)c1cc(COc2c(F)cccc2F)on1 (stereo not given)
    3, 3, -2, -5, 3, 0, -1.3
[27] Cc1cc(C)c(C(=O)COC(=O)c2cccc(S(=O)(=O)NCc3ccccc3)c2)cc1C
    -2, 2, 1, 8, -3, 2, .
[28] COc1cc2c(cc1OC)CN(C(=O)Nc1ccccc1)CC2
    1, 0, 0, -2, -3, -2, -1.3
[29] CN(C)C(=O)C[C@@H]1CC[C@@H](NS(=O)(=O)c2ccccc2)[C@@H](CO)O1
    1, -4, 2, -1, 1, -5[16.7 µM], -1.7
[30] Cn1nc(C(F)(F)F)c(-c2cccc(C(F)(F)F)c2)c1NC(=O)c1nccnc1C(=O)O
    -1, 4, ., -1, 1, 3, 0.1
[31] C[C@@H]1CCCCO[C@H](CN(C)C(=O)Nc2cccc3ccccc23)[C@@H](C)CN([C@@H](C)CO)C(=O)c2cc(NS(C)(=O)=O)ccc2O1
    0, -3, 8, -6, -12, 3[16.7 µM], -1.8
[32] Cc1cccc(C)c1OCC(=O)Nc1ccncc1
    -2, 5, -3, 1, 4, -2, 0.6
[33] CS(=O)(=O)N(CC(=O)N1CCCCCC1)c1cccc([N+](=O)[O-])c1
    -4, -12, 2, -1, 5, 2, 0.7
[34] Cc1ccc(S(=O)(=O)NC(=O)N2CCCN(Cc3ccc(F)cc3)CC2)cc1
    -3, 20, 1, ., -1, -4, -0.5
[35] CCN1CCc2c(sc(NC(=O)C3CCCCC3)c2C(=O)OC)C1
    -2, 6, 0, 1, 4, ., 0.9
[36] CN(CCOc1ccc(Cl)cc1)C(=O)c1ccc2c(=O)n3c(nc2c1)CCC3
    2, 3, -7, -1, -15, -4, 1.5
[37] O=C(Nc1ccccc1)N(CCc1ccncc1)C1CCCCC1
    -4, 0, ., ., ?, 3, 2.0
[38] CC(C)NC(=O)N(C)C[C@@H]1Oc2ccc(N(C)C)cc2C(=O)N([C@H](C)CO)C[C@H]1C
    -1, -2, -4, 3, -7, 1[16.7 µM], 2.6
[39] Cc1ccc(CCNC(=O)CCS(=O)(=O)c2ccc(Br)cc2)cc1
    0, 0, -3, 1, 6, ., -5.6
[40] COc1ccc(OCC(=O)NNC(=O)c2ccc3c(=O)n4c(nc3c2)CCC4)cc1
    10, -1, -5, -3, -1, -6, -2.4
[41] N#C/C(C(=O)N1CCCCC1)=C1/N=C(N)c2ccccc21
    1, 3, 2, 3, 2, ., -1.3
[42] COc1ccccc1C#Cc1cnc2c(c1)C(=O)N([C@@H](C)CO)C[C@@H](C)[C@@H](CN(C)C(=O)CN(C)C)O2
    -1, -2, 1, 0, 0, -1[16.7 µM], 1.2
[43] COCCNC(=O)C[C@@H]1CC[C@@H]2[C@@H](COc3ccc(NC(=O)COC)cc3C(=O)N2C)O1
    3, -2, -1, 2, 3, -4[16.7 µM], 2.6
[44] Cc1cc(C(=O)Nc2cccc3c2O[C@@H](CN(C)CC2CCCCC2)[C@H](C)CN([C@H](C)CO)C3=O)n(C)n1
    1, -2, 2, 1, -10, 3[16.7 µM], 1.7
[45] COc1ccc(CNC(=O)COc2ccc(OC)cc2)cc1
    1, 0, -1, -1, 3, 8, 0.6
[46] CC(C)NC(=O)Nc1ccc2c(c1)C(=O)N([C@@H](C)CO)C[C@@H](C)[C@H](CN(C)C(=O)c1ccncc1)OCCCC[C@H](C)O2
    0, 0, 8, 4, -4, 13[16.7 µM], 0.8
[47] COc1ccc(C#Cc2cnc3c(c2)C(=O)N([C@H](C)CO)C[C@H](C)[C@H](CN(C)S(=O)(=O)c2ccccc2)O3)cc1OC
    2, 0, 4, 1, 4, -8[16.7 µM], -2.6
[48] COc1cccc(CNCC(=O)NC(=O)NC2CCCC2)c1
    10, 3, ., -2, -3, ., 4.0
[49] C[C@@H]1CCCCO[C@H](CN(C)S(=O)(=O)c2cn(C)cn2)[C@H](C)CN([C@@H](C)CO)C(=O)c2cc(NC(=O)CCCCCC(=O)Nc3ccccc3N)ccc2O1
    0, 3, -1, -2, 18, -1[16.7 µM], -2.1
[50] Cc1ccc2cc(CCNC(=O)c3cc4ccccc4o3)c(=O)[nH]c2c1C
    1, -2, -2, 6, -6, -5, -1.6
[51] Cc1c(C(=O)NCCC#N)sc(=O)n1Cc1ccc(C(=O)N(C)C)cc1
    1, -3, ., ., 3, ., -0.6
[52] COCCN1C(=O)N(c2cccc(C)c2)C(=O)C1CC(=O)Nc1cc(OC)cc(OC)c1 (stereo not given)
    1, 3, -1, -3, -5, 4, 0.8
[53] Cc1cccc(NC(=O)C2CCN(S(=O)(=O)c3cccc4cccnc34)CC2)c1
    -1, -3, ., 0, 14, -2, 0.6
[54] O=C(Nc1ccc(NC(=O)c2cccs2)c(Cl)c1)c1cccs1
    1, -2, -2, 0, -1, -3, -1.3
[55] COC(=O)CC#N
    -4, 0, ., -2, 6, 0, 0.4
[56] O=C1NC[C@H](Cc2ccc(O)cc2)N(C[C@@H]2CCCN2C[C@H](Cc2ccccc2)N2C[C@H](Cc3ccccc3)N(CCc3ccccc3)C(=O)C2=O)C1=O
    -4, -2, -2, 0, 16, ., 1.0
[57] O=C(CSc1nc(O)cc(=O)n1-c1ccccc1)Nc1ccccn1
    1, 5, -1, 1, 2, ., -3.2
[58] COc1ccc(C2CC(=O)C(c3cc(OC)c(OC)c(OC)c3)=CN2Cc2ccccc2)cc1 (stereo not given)
    1, 3, 1, 4, -2, ., -1.6
[59] Cc1ccc(N(CN2C(=O)c3ccccc3C2=O)C(=O)c2ccc([N+](=O)[O-])cc2[N+](=O)[O-])cc1
    0, -5, 112*, 0, ., ., -0.3
[60] O=C(CCCO)N/N=C/c1cc(Br)ccc1O
    9, 1, -3, -2, 8, ., .

Next section
Every second line gives: Casp6 inh, ERp5 inh, SIRT5 block, ERAP1 inh, DENV2 CPE rescue, miR-122 sensor, CFTR F508del cor
[61] COc1ccc(CN(C)C[C@@H]2Oc3ccc(NC(=O)CCC(F)(F)F)cc3C(=O)N([C@H](C)CO)C[C@H]2C)cc1
    -2, 3, 29*, 0, 7, -5[16.7 µM], -2.5
[62] CC(=O)Nc1cccc(-c2cc(-c3c(Cl)cccc3Cl)no2)c1
    4, ., -2, 0, -1, ., -0.8
[63] O=C(N[C@H]1CC[C@@H](CCn2cc(Cc3ccccc3)nn2)O[C@H]1CO)c1cnccn1
    0, 0, -4, 1, 1, ., 0.1
[64] COc1ccc(OC)c(S(=O)(=O)N2CCC3(CC2)OCCN3S(=O)(=O)c2ccccc2)c1
    -1, 2, 0, -2, 15, 6, 1.3
